Bioassay records from PubChem.
MOR-DOR ag: agonists of OPRM1-OPRD1 heterodimerization, primary screen, cell-based, luminescence; Mu-type opioid receptor (Homo sapiens) + Delta-type opioid receptor (Homo sapiens), …; cells; activation, % at 9.3 µM; actives 0.3% (n = 340,000); in the data active = activation above about 18%;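 also: 0% = vehicle-treated cells and 100% = reference agonist; values of inactives mirror those of a sister screen read the other way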
SUMO Mot1 rescue: yeast Mot1-301 growth rescue at high temperature, primary screen, SUMOylation pathway inhibitor project, S. cerevisiae, ATP luminescence, 38.5C | S. cerevisiae Mot1-301 growth rescue; percent above DMSO median, 100 means doubled | growth rescue, % at 18.8 µM | actives 1% (n = 320,000);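 active = every valid replicate shows activation above 250% relative to neutral control wells; inactive = the rest, any valid replicate at or below 250%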;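 also: OY570 slx delta 5 strain wells were the positive control but not used for scaling; some compounds called inactive have numbers as strong as hits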
PKA-R1A act: activators of PKA-R1A holoenzyme, primary screen, biochemical, fluorescence polarization, Cy5-IP20, bovine R1A, mouse PKAc | actives 0.083% (n = 340,000) | PKA-R1A dissociation; scaled: DMSO 0%, 113 µM cGMP 100% | cAMP-dependent protein kinase type I-alpha regulatory subunit (Bos taurus) + … | activation, % at 11.4 µM | AID 504707, 2011;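 active = percent activation above the mean of all tested compounds plus 3 SD, cut at about 19% in these data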;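 also: higher means more PKAc released from R1A so a rise in polarization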
HTR5A ag: HTR5A agonists in luminescence cell assay, primary screen, counter-screen for OPRM1-OPRD1 heterodimer agonist project, full-deck HTS. activation, % at 9.3 µM. 5-hydroxytryptamine receptor 5A (Homo sapiens), P47898. cell-based. actives 0.61% (n = 340,000); in the data active = activation mostly above about 9.5%, no sharp cut-off; inactive = mostly below about 7.6%;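 also: 0% = cells with vehicle only and 100% = reference agonist; strong numbers were not always called active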
OPRM1-OPRD1 inv: inverse agonists of MOR-DOR heterodimerization, primary screen, cell-based, luminescence. inhibition, % at 9.3 µM. cell-based MOR-DOR heterodimer luminescence, inverse agonism. actives 0.21% (n = 340,000). Mu-type opioid receptor (Homo sapiens) + Delta-type opioid receptor (Homo sapiens), …; in the data active = inhibition above about 22%, passing the limit was not always enough;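 also: 0% = cells with DMSO and 100% = wells without cells with DMSO; values of inactives mirror those of a sister screen read the other way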
AddAB inh: growth inhibition of E. coli expressing H. pylori AddAB, primary screen, AddAB inhibitor project, absorbance | inhibition, % at 11.9 µM | actives 0.29% (n = 330,000) | AID 435030, 2010; in the data active = inhibition above about 12%;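 also: 0% = vehicle wells of infected cells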
HTR5A inv ctr: HTR5A inverse agonists in luminescence cell assay, primary screen, counter-screen for OPRM1-OPRD1 heterodimer inverse agonist project, full-deck HTS; actives 0.083% (n = 340,000); inhibition, % at 9.3 µM; HTR5A cell line, inverse agonism; AID 504634, 2011; in the data active = inhibition mostly above about 23%, no sharp cut-off; inactive = mostly below about 18%;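 also: 0% = cells with DMSO and 100% = no-cell wells with DMSO; some compounds called inactive have numbers as strong as hits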
DSG3 Ab inh: inhibitors of pemphigus antibody binding to DSG3, primary screen, biochemical, bead-based, flow cytometry, scFv-GFP. DSG3-coupled beads, scFv-anti-DSG3-GFP binding; hits give low values. actives 0.48% (n = 310,000). binding (percent of control), % at 10 µM;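 active = binding more than 3 SD below its plate's average and above zero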;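 also: hits lower antibody fragment binding to DSG3; some compounds called inactive have numbers as strong as hits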
Target sequence (P32926 whole entry, looked up, the tested form may be a part): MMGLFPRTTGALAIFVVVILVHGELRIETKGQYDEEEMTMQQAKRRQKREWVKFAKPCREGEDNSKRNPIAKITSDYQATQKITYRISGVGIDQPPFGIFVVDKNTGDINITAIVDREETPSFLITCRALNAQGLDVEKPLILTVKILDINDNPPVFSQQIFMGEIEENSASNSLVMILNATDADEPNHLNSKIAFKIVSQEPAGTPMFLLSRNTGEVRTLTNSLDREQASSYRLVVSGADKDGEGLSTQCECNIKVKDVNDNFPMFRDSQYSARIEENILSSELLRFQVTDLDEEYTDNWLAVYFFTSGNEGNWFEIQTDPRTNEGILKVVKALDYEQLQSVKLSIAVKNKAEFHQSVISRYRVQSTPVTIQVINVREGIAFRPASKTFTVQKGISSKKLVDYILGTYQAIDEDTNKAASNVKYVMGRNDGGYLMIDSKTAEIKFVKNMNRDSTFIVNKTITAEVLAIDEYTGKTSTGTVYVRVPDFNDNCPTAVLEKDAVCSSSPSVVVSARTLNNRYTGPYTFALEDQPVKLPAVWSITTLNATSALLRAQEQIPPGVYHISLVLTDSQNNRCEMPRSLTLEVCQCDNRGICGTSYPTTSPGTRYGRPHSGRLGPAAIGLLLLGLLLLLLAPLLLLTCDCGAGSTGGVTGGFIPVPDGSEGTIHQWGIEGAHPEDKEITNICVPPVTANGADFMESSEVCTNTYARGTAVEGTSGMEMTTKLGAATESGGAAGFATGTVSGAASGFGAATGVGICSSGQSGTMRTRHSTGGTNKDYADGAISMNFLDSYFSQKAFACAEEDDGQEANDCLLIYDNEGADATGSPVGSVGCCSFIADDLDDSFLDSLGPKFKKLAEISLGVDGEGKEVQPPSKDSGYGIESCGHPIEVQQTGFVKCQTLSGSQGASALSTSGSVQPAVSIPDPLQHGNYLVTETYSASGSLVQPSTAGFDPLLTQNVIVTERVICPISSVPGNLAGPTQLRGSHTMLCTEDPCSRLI
phage Ecoli inh: growth loss of phage-infected E. coli, primary screen, RecBCD inhibitor project, absorbance, with phage, HTS; inhibition, % at 11.9 µM; actives 0.26% (n = 360,000); in the data active = inhibition above about 11%
Ecoli viability: E. coli V3065 growth inhibition, primary screen, counter-screen for AddAB inhibitor project, absorbance, OD600; 18 h; inhibition, % at 11.9 µM; actives 0.27% (n = 330,000);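 active = inhibition above the campaign's mean inhibition across all tested compounds plus 3 SD, cut at about 9.9% in these data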;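 also: uninfected addAB+ strain grown without phage in ampicillin broth; 0% = DMSO wells and 100% = ciprofloxacin 0.95 µg/ml wells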
PfHsp90 set2: growth inhibition of PfHsp90-expressing yeast, primary screen, antimalarial PfHsp90 inhibitor project, S. cerevisiae, BacTiter-Glo luminescence, single point, set 2; inhibition, % at 9.4 µM; BacTiter-Glo ATP, 48 h; yeast lacking PDR1 and PDR3 efflux regulators; actives 0.32% (n = 310,000);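 active = every replicate shows inhibition above about 80%, whatever the replicate mean, limit read from the data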;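 also: 0% = DMSO neutral controls and 100% = 20 µM radicicol positive controls; yeast relying on Plasmodium falciparum Hsp90 in place of its own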
An asterisk follows results filed as active. Rows were taken by chance. About 3.2% of those tested had a hit in this group.

What do the screens show for `c1ccc(-c2n[nH]c3ccccc23)cc1`?
MOR-DOR ag: -1.9; SUMO Mot1 rescue: 21; PKA-R1A act: -6; HTR5A ag: 2; OPRM1-OPRD1 inv: 10; AddAB inh: 3.5; HTR5A inv ctr: -7; DSG3 Ab inh: 106; Ecoli viability: 1.1; PfHsp90 set2: -15

How did COc1ccc(N2CCN(S(=O)(=O)CCNS(=O)(=O)c3ccccc3)CC2)cc1 do in these assays?
MOR-DOR ag: 0.9; SUMO Mot1 rescue: -24; PKA-R1A act: 2; HTR5A ag: -5; OPRM1-OPRD1 inv: -5; AddAB inh: 0.1; HTR5A inv ctr: 13; DSG3 Ab inh: 99; phage Ecoli inh: 3.5; Ecoli viability: 0.6

Results for Cc1ccc2[nH]cc(CCCN3C(=O)c4ccccc4C3=O)c2c1 ?
MOR-DOR ag: 4.6; SUMO Mot1 rescue: -12; PKA-R1A act: -6; HTR5A ag: -1; OPRM1-OPRD1 inv: -33; AddAB inh: -0.2; HTR5A inv ctr: 11; DSG3 Ab inh: 105; phage Ecoli inh: 3.5; Ecoli viability: -0.4; PfHsp90 set2: -10

Results for CCOC(=O)C1CCN(C(=O)C2CCCN(S(=O)(=O)c3ccc(OC)c(Cl)c3)C2)CC1 (centres undefined) ?
MOR-DOR ag: -1.2; SUMO Mot1 rescue: -4; PKA-R1A act: -15; HTR5A ag: 0; OPRM1-OPRD1 inv: 7; AddAB inh: -1.1; HTR5A inv ctr: 10; DSG3 Ab inh: 112; phage Ecoli inh: -2.4; Ecoli viability: -3.9; PfHsp90 set2: 0

How did Cc1c(Cl)cccc1NCC(=O)NN=C1CCCC1 do in these assays?
MOR-DOR ag: -1.3; SUMO Mot1 rescue: 83; PKA-R1A act: -8; HTR5A ag: -1; OPRM1-OPRD1 inv: 7; AddAB inh: -1.1; HTR5A inv ctr: -1; DSG3 Ab inh: 106; phage Ecoli inh: 2.4; Ecoli viability: -1.0; PfHsp90 set2: 4

Results for O=C(O)C1C2CCC(C2)C1C(=O)Nc1cccc([N+](=O)[O-])c1 (centres undefined) ?
MOR-DOR ag: -2.5; SUMO Mot1 rescue: -10; PKA-R1A act: -4; HTR5A ag: 2; OPRM1-OPRD1 inv: 11; HTR5A inv ctr: -7; DSG3 Ab inh: 92; phage Ecoli inh: 1.5; PfHsp90 set2: -27

Results for COc1cccc(C(c2c(NC(=O)c3ccco3)sc(C)c2C)N2CCOCC2)c1 (centres undefined) ?
MOR-DOR ag: -0.5; PKA-R1A act: -11; HTR5A ag: -3; OPRM1-OPRD1 inv: 2; AddAB inh: 0.3; HTR5A inv ctr: 7; DSG3 Ab inh: 103; phage Ecoli inh: 0.6; Ecoli viability: 1.6; PfHsp90 set2: -7

Results for CC(=O)C1=C(C)NC(=O)CC1c1ccc(Br)cc1 (centres undefined) ?
MOR-DOR ag: -2.2; PKA-R1A act: 5; HTR5A ag: -3; OPRM1-OPRD1 inv: 11; AddAB inh: -0.7; HTR5A inv ctr: 9; DSG3 Ab inh: 96; phage Ecoli inh: 4.4; Ecoli viability: -2.3; PfHsp90 set2: 1

Results for COCCCn1c(=O)/c(=C\c2ccccc2OC(F)F)s/c1=C(/C#N)C(N)=O ?
MOR-DOR ag: -0.1; SUMO Mot1 rescue: 26; PKA-R1A act: 5; HTR5A ag: 8; OPRM1-OPRD1 inv: 1; AddAB inh: 1.4; HTR5A inv ctr: -10; DSG3 Ab inh: 93; phage Ecoli inh: 2.9; Ecoli viability: -0.2; PfHsp90 set2: -10

What do the screens show for `CCNCc1cc(Br)c(OCC(=O)Nc2ccccc2)c(OC)c1`?
MOR-DOR ag: -1.1; SUMO Mot1 rescue: 10; PKA-R1A act: 6; HTR5A ag: 0; OPRM1-OPRD1 inv: 5; AddAB inh: 2.8; HTR5A inv ctr: -1; DSG3 Ab inh: 98; phage Ecoli inh: 0.9; Ecoli viability: 2.1; PfHsp90 set2: 27

What do the screens show for `Cc1cc(N2CCN(c3ccccn3)CC2)n2cc(-c3ccccc3)nc2n1`?
MOR-DOR ag: -2.5; SUMO Mot1 rescue: -17; PKA-R1A act: 6; HTR5A ag: 2; OPRM1-OPRD1 inv: 13; AddAB inh: -1.6; HTR5A inv ctr: -6; phage Ecoli inh: 1.9; Ecoli viability: -0.3

Results for Cc1cc(C)c(S(=O)(=O)c2cc(F)ccc2C)c(=O)[nH]1 ?
MOR-DOR ag: -1.0; SUMO Mot1 rescue: -3; PKA-R1A act: -2; HTR5A ag: -1; OPRM1-OPRD1 inv: 6; AddAB inh: -0.1; HTR5A inv ctr: 5; DSG3 Ab inh: 95; phage Ecoli inh: 0.9; Ecoli viability: -0.3; PfHsp90 set2: 16

How did CCN(CC)S(=O)(=O)c1ccc(C(=O)Nc2cc(C)cc(C)c2)cc1 do in these assays?
MOR-DOR ag: 0.2; PKA-R1A act: -11; HTR5A ag: 1; OPRM1-OPRD1 inv: -1; AddAB inh: 0.3; HTR5A inv ctr: 14; DSG3 Ab inh: 102; phage Ecoli inh: 4.6; Ecoli viability: 2.8; PfHsp90 set2: -7

Results for O=C(Nc1nc(-c2ccccc2)cs1)c1ccc(=O)[nH]c1 ?
MOR-DOR ag: 1.9; SUMO Mot1 rescue: 6; PKA-R1A act: 0; HTR5A ag: 3; OPRM1-OPRD1 inv: -9; AddAB inh: 2.5; HTR5A inv ctr: -3; DSG3 Ab inh: 110; phage Ecoli inh: 4.6; Ecoli viability: 0.3; PfHsp90 set2: 22

What do the screens show for `Cc1cc(C(F)(F)F)n2nc(-c3sccc3-n3cccc3)cc2n1`?
MOR-DOR ag: 0.3; SUMO Mot1 rescue: 75; PKA-R1A act: 6; HTR5A ag: -2; OPRM1-OPRD1 inv: -1; AddAB inh: 1.6; HTR5A inv ctr: -5; DSG3 Ab inh: 106; phage Ecoli inh: 2.6; Ecoli viability: 2.0; PfHsp90 set2: -8

What do the screens show for `O=C(O)c1cccc(NC(=O)c2cccc(S(=O)(=O)N3CCCCC3)c2)c1`?
MOR-DOR ag: -4.2; SUMO Mot1 rescue: -1; PKA-R1A act: -1; HTR5A ag: -2; OPRM1-OPRD1 inv: 19; AddAB inh: -0.4; HTR5A inv ctr: -24; DSG3 Ab inh: 126; phage Ecoli inh: 0.6; Ecoli viability: -1.2; PfHsp90 set2: 21

Results for OCCN1CCN(CCOc2cccc(Cl)c2)CC1 ?
MOR-DOR ag: -1.4; SUMO Mot1 rescue: 5; PKA-R1A act: 7; HTR5A ag: 5; OPRM1-OPRD1 inv: 9; AddAB inh: 2.4; HTR5A inv ctr: -12; DSG3 Ab inh: 98; phage Ecoli inh: 2.5; Ecoli viability: -2.5; PfHsp90 set2: 29

What do the screens show for `COc1ccc(NC(=O)c2ccc3nc[nH]c3c2)c(OC)c1`?
MOR-DOR ag: 1.7; SUMO Mot1 rescue: 5; PKA-R1A act: 5; HTR5A ag: 7; OPRM1-OPRD1 inv: -9; AddAB inh: 2.2; HTR5A inv ctr: 21; DSG3 Ab inh: 96; phage Ecoli inh: -4.0; Ecoli viability: -1.2; PfHsp90 set2: 21

Results for N#C/C(=C/c1ccc(N2CCCCC2)o1)C(=O)NCCc1c[nH]c2ccccc12 ?
MOR-DOR ag: -1.6; SUMO Mot1 rescue: -11; PKA-R1A act: -10; HTR5A ag: 6; OPRM1-OPRD1 inv: 8; AddAB inh: 1.0; HTR5A inv ctr: -20; DSG3 Ab inh: 194; phage Ecoli inh: 3.8; Ecoli viability: 1.3; PfHsp90 set2: -6

What do the screens show for `COc1ccc(CCN(C)Cc2c(O)ccc3ccccc23)cc1OC`?
MOR-DOR ag: -0.3; SUMO Mot1 rescue: -17; PKA-R1A act: -8; HTR5A ag: 0; OPRM1-OPRD1 inv: 1; AddAB inh: 0.8; HTR5A inv ctr: 0; DSG3 Ab inh: 103; phage Ecoli inh: -1.4; Ecoli viability: -1.4; PfHsp90 set2: -20

How did Cc1cccc(-n2cc(-c3ccccc3)c3c(=O)[nH]cnc32)c1 do in these assays?
MOR-DOR ag: 3.4; SUMO Mot1 rescue: 344; PKA-R1A act: -2; HTR5A ag: -4; OPRM1-OPRD1 inv: -18; AddAB inh: -0.7; HTR5A inv ctr: 9; DSG3 Ab inh: 116; phage Ecoli inh: 0.2; Ecoli viability: 1.4; PfHsp90 set2: -33

How did COc1cc(SC)ccc1C(=O)Nc1ccc2c(c1)OCCO2 do in these assays?
MOR-DOR ag: -1.6; SUMO Mot1 rescue: 33; PKA-R1A act: 1; HTR5A ag: 10; OPRM1-OPRD1 inv: 10; AddAB inh: 1.6; HTR5A inv ctr: 6; DSG3 Ab inh: 123; phage Ecoli inh: -7.3; Ecoli viability: 0.4; PfHsp90 set2: -24

Results for COc1ccc(OC)c(NC(=O)CCCSc2ccccc2)c1 ?
MOR-DOR ag: 0.1; SUMO Mot1 rescue: -17; PKA-R1A act: -5; HTR5A ag: -5; OPRM1-OPRD1 inv: -1; AddAB inh: 0.7; HTR5A inv ctr: 14; phage Ecoli inh: -0.1; Ecoli viability: 1.1; PfHsp90 set2: 12

What do the screens show for `O=C(COC(=O)c1cccc2c1C(=O)c1ccccc1C2=O)NC1CCCCC1`?
MOR-DOR ag: 8.0; SUMO Mot1 rescue: 5; PKA-R1A act: 10; HTR5A ag: 7; OPRM1-OPRD1 inv: -37; AddAB inh: 1.7; HTR5A inv ctr: 5; DSG3 Ab inh: 105; phage Ecoli inh: 3.0; Ecoli viability: -1.3; PfHsp90 set2: -5

What do the screens show for `OCC[C@@H]1C[C@H](O)[C@@H](O)[C@@]2(OCCc3ccccc32)O1`?
MOR-DOR ag: -2.8; SUMO Mot1 rescue: -17; PKA-R1A act: 3; HTR5A ag: 3; OPRM1-OPRD1 inv: 16; AddAB inh: 2.6; HTR5A inv ctr: -13; DSG3 Ab inh: 107; Ecoli viability: 1.5; PfHsp90 set2: -16

What do the screens show for `O=C(CCc1nnc2ccc(N3CCCC3)nn12)Nc1ccc(F)c(F)c1`?
MOR-DOR ag: -3.1; SUMO Mot1 rescue: 7; PKA-R1A act: -9; HTR5A ag: 5; OPRM1-OPRD1 inv: 17; AddAB inh: 2.4; HTR5A inv ctr: 19; DSG3 Ab inh: 99; phage Ecoli inh: 1.1; Ecoli viability: -2.0; PfHsp90 set2: -13
